Tb PYK inh: T. brucei pyruvate kinase inhibition. Potency, µM (titrated, usually from 76.8 µM), for the others: top-dose activity, negative = inhibition, usual class: inhibitors. AID 624173. 410,000 tested, 0.12% active. TbPYK enzyme, Kinase-Glo Plus ATP luminescence, 45 min; note: potency is the fitted concentration of half-maximal effect; % is set by controls: 0 for no effect and ±100 for the full control effect; nearly all actives have a fitted effect of over 50% in size
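Quantitative HTS: titrated library compounds versus trypanosomal pyruvate kinase in TEA buffer (pH 7.2) containing KCl, MgCl2, BSA and Tween-20. Reactions were initiated with ADP, 130 uM final. Kinase-Glo Plus luminescence was read after 45 min at RT.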
Cycloheximide cs: affects cycloheximide protein synthesis inhibition readout, counter-screen. max response, %. 300,000 tested, 12% active. cell reporter, cycloheximide protein synthesis inhibition counterscreen; in the data active = max response mostly above about 13%, no sharp cut-off; inactive = mostly below about 14%; note: read at 38.3 µM for the half of the compounds with a filed dose; 0% is about no effect
AmpC no deterg: AmpC beta-lactamase inhibition without detergent. AmpC nitrocefin hydrolysis, absorbance 480 nm, 0.0001% Triton. AID 485341. 330,000 tested, 0.52% active. P00811. Potency, µM (titrated, usually from 57.1 µM), inactives show at the top dose activity change, negative = inhibition, actives largely listed as inhibitors;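 note: potency is the fitted concentration of half-maximal effect; plate controls were no compound for no effect and no enzyme for full effect; nearly all actives have a fitted effect of over 20% in size; some results filed as inactive show a strong effect at the top dose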
Target sequence (P00811 whole entry, looked up): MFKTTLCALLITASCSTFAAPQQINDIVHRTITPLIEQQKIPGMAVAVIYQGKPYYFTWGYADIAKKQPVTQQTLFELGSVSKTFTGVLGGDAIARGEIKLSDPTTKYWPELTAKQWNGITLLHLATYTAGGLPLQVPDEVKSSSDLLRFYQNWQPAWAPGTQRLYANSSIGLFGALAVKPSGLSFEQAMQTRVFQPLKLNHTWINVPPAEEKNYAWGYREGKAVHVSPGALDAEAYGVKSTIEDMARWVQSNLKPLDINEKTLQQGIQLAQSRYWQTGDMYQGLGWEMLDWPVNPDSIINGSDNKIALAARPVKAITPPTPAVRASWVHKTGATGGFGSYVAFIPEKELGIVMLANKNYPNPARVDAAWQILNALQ
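20 mM phosphate pH 7.0 + 0.01% (detergent screen) or 0.0001% Triton X-100; 5.3 nM AmpC reagent; cpd preinc 15 min RT; nitrocefin (800 uM stock) to start; A480 q20 s × 4 min; Activity was normalised to no-enzyme and no-compound control wells.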
Shiga toxin inh: inhibitors of Shiga toxin in Vero cells. 290,000 tested, 9.2% active. Vero cells, Shiga toxin protein synthesis inhibition reporter. inhibition, % at 38.7 µM; in the data active = inhibition mostly above about 28%, no sharp cut-off; inactive = mostly below about 43%; note: 0% is about no effect
Pf growth 96h: P. falciparum growth inhibition at 96 hours; P. falciparum luciferase reporter growth, 96 h; Potency, µM (highest dose often 28.7 µM), for the others: at the top dose activity change, negative = inhibition, usual class: inhibitors; 320,000 tested, 6.9% active; note: potency is the fitted concentration of half-maximal effect; % is set by controls: 0 for no effect and ±100 for the full control effect
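Delayed-death screen, second-generation endpoint: infected erythrocytes, 2% hematocrit, 0.05% parasitemia final; 96 hours at 37 C, 5% CO2; luciferase detection reagent; luminescence decrease equals reduced growth.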
LmPK inhibitor: LmPK (Leishmania mexicana) enzyme inhibition; purified LmPK, Kinase-Glo ATP luminescence, 1 h; Potency, µM (doses to about 57.5 µM), for inactives: top-dose activity change, negative = inhibition, most hits filed as inhibitors; 290,000 tested, 0.37% active; note: potency is the fitted concentration of half-maximal effect; % is set by controls: 0 for no effect and ±100 for the full control effect
Target sequence (Q27686 whole entry, looked up): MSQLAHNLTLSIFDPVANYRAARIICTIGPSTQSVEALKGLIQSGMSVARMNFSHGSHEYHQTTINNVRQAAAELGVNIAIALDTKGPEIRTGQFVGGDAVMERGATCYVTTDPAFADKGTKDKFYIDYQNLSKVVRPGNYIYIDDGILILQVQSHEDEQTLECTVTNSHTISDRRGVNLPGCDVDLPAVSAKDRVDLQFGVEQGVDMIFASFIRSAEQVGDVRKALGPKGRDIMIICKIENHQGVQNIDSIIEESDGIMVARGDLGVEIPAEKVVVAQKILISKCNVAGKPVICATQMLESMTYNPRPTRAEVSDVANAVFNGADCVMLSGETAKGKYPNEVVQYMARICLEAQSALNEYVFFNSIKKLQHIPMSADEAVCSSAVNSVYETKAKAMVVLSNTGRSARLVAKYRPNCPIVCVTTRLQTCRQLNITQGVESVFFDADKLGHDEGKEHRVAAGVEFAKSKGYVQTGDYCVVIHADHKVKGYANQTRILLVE
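Kinase-Glo luminescence read after 1 h RT reaction of 0.1 nM LmPK with 0.5 mM PEP and 0.1 mM ADP. Activity scaled between uninhibited and enzyme-free controls.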
Pf growth 48h: inhibits P. falciparum growth in the first generation, 48 h | P. falciparum luciferase growth in erythrocytes, 48 h | Potency, µM (highest dose often 28.7 µM), inactives show top-dose activity change, negative = inhibition, most hits filed as inhibitors | 310,000 tested, 5.9% active; note: potency is the fitted concentration of half-maximal effect; % is set by controls: 0 for no effect and ±100 for the full control effect
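Compounds are pin-transferred into medium, infected erythrocytes (2% hematocrit, 0.1% parasitemia final) are added, and plates sit one parasite generation at 37 C in 5% CO2. Detection reagent is then added and luminescence measured.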
* marks the source's active call; other numbers are inactive results; & = joins results of further samples; [ ] = dose if it differs, or a comment. Unless noted, calls come from the whole dose curve; as a rule, active = well fitted curve in the direction sought with a large enough effect; inconclusive = small, poorly fitted or top-dose-only effect, or another doubt; inactive = no such curve, though single readings can be large; an effect the other way counts as inactive or inconclusive.

How did COc1ccc2c(CC(=O)OCC(=O)N3CCc4ccccc43)coc2c1 do in these assays?
Tb PYK inh: -21%; Cycloheximide cs: 8; AmpC no deterg: -26%; Shiga toxin inh: 33; LmPK inhibitor: 3%; Pf growth 48h: 11%

What do the screens show for `O=C(CN1CCCCC1)Nc1cccc(Br)c1`?
Tb PYK inh: 4%; Cycloheximide cs: 15*; AmpC no deterg: -14%; Shiga toxin inh: 20; Pf growth 96h: inconclusive; LmPK inhibitor: 0%; Pf growth 48h: 17%

How did CN1C(=O)c2ccc(C(=O)Nc3ccc4c(c3)OCO4)cc2C1=O do in these assays?
Tb PYK inh: 1%; Cycloheximide cs: 24*; AmpC no deterg: -8%; Shiga toxin inh: 38; Pf growth 96h: 43%[activator]; LmPK inhibitor: -4%; Pf growth 48h: 20%

Results for COc1cc(OC)cc(C(=O)NCc2ccc3c(c2)cc(C)n3C)c1 ?
Tb PYK inh: -1%; Cycloheximide cs: -7; AmpC no deterg: 40%; Shiga toxin inh: 16; Pf growth 96h: 9.3µM*; LmPK inhibitor: -5%; Pf growth 48h: -17%

Results for C=CCOC(=O)C1=C(C)NC(=O)NC1c1cc(Cl)cc(Cl)c1OC (stereo not drawn) ?
Tb PYK inh: 0%; Cycloheximide cs: -2; AmpC no deterg: -7%; Shiga toxin inh: -11; Pf growth 96h: inconclusive; LmPK inhibitor: -3%; Pf growth 48h: 4%

Results for Cc1ccc(C)c(SCC(=O)OCC(=O)NCCNC(=O)COC(=O)CSc2cc(C)ccc2C)c1 ?
Tb PYK inh: -2%; AmpC no deterg: 178%[activator]; Pf growth 96h: 3%; Pf growth 48h: -11%

What do the screens show for `CCCn1cc(C(=O)N(C)C2CCCN(Cc3ccccc3F)C2)c(C)n1` (stereo not drawn)?
Tb PYK inh: 13%; Cycloheximide cs: 2; AmpC no deterg: 34%; Shiga toxin inh: -29; Pf growth 96h: -21%; LmPK inhibitor: -15%; Pf growth 48h: -13%

Results for C=C(CC)C(=O)c1ccc(OCC(=O)O)c(Cl)c1Cl ?
Tb PYK inh: -7%&-12%; Cycloheximide cs: -3; AmpC no deterg: -19%; Shiga toxin inh: -7; Pf growth 96h: 15µM*; LmPK inhibitor: -2%; Pf growth 48h: inconclusive

What do the screens show for `Cc1cc2oc(=O)cc(CNc3ccccc3F)c2cc1O`?
Tb PYK inh: 0%; Cycloheximide cs: -1; AmpC no deterg: -16%; Shiga toxin inh: 2; Pf growth 96h: inconclusive; LmPK inhibitor: 2%; Pf growth 48h: inconclusive

Results for COc1ccc(OCCn2c(=N)n(CCO)c3ccccc32)cc1 ?
Tb PYK inh: 3%; Cycloheximide cs: 4; AmpC no deterg: 20%; Shiga toxin inh: -13; LmPK inhibitor: 4%; Pf growth 48h: -19%

Results for COc1ccccc1N1CCN(C(=O)C2Cc3ccccc3CN2C(=O)c2ccco2)CC1 (stereo not drawn) ?
Tb PYK inh: -4%; AmpC no deterg: 65%[activator]; Pf growth 96h: -15%; Pf growth 48h: inconclusive

How did Cc1nc(NC(=O)C2CC2)sc1C(=O)Nc1ccccc1 do in these assays?
Tb PYK inh: -20%; Cycloheximide cs: -1; AmpC no deterg: -15%; Shiga toxin inh: 22; Pf growth 96h: inconclusive; LmPK inhibitor: -8%; Pf growth 48h: -6%

How did CC(C)c1cc2c(cc1S(=O)(=O)O)[C@@]1(C)CCC[C@@](C)(C(=O)O)[C@@H]1CC2 do in these assays?
Tb PYK inh: -3%; Pf growth 96h: -5%; Pf growth 48h: 13%

Results for O=c1cccc2n1CC1CC2CN(c2ncnc3c2cnn3-c2ccccc2)C1 (stereo not drawn) ?
Tb PYK inh: 3%; Cycloheximide cs: 1; AmpC no deterg: 1%; Shiga toxin inh: 11; Pf growth 96h: 0%; LmPK inhibitor: -2%

Results for CN(/N=C/c1ccco1)C1=NS(=O)(=O)c2ccccc21 ?
Tb PYK inh: -5%; Cycloheximide cs: 4; AmpC no deterg: -20%; Shiga toxin inh: 9; Pf growth 96h: 22%; LmPK inhibitor: 2%; Pf growth 48h: -3%

How did Cc1ccccc1OCC(=O)Nc1sc2c(c1C#N)CCC2 do in these assays?
Tb PYK inh: -2%; Cycloheximide cs: 16; AmpC no deterg: -22%; Shiga toxin inh: 9; Pf growth 96h: 73%[activator]; LmPK inhibitor: 4%; Pf growth 48h: 39%[activator]

What do the screens show for `CN(C)C(=O)Oc1ccc(OCc2n(C)c3ccccc3[n+]2C)cc1`?
Tb PYK inh: 1%; Cycloheximide cs: -2; AmpC no deterg: -10%; Shiga toxin inh: -3; Pf growth 96h: 2.3µM*; LmPK inhibitor: -2%; Pf growth 48h: inconclusive

What do the screens show for `O=C(CSc1nnc2c(n1)[nH]c1ccccc12)Nc1nncs1`?
Tb PYK inh: 5%; Cycloheximide cs: -6; AmpC no deterg: 159%[activator]; Shiga toxin inh: -9; Pf growth 96h: inconclusive; LmPK inhibitor: 1%; Pf growth 48h: 20%

Results for COc1ccc(C)cc1NC(=O)CNC(=O)[C@@H]1Cc2ccccc2CN1 ?
Tb PYK inh: -3%; Cycloheximide cs: 17; AmpC no deterg: 0%; Shiga toxin inh: 1; Pf growth 96h: 37%[activator]; LmPK inhibitor: -1%; Pf growth 48h: 17%

How did O=c1[nH]cnc2sc3c(c12)CCCCC3 do in these assays?
Tb PYK inh: -6%; Cycloheximide cs: 14; AmpC no deterg: -26%; Shiga toxin inh: -6; Pf growth 96h: 0%; LmPK inhibitor: 7%; Pf growth 48h: 7%

How did COC(=O)CC1C(=O)NCCN1C(=S)NC(=O)C(c1ccccc1)c1ccccc1 (stereo not drawn) do in these assays?
Tb PYK inh: 10%; Cycloheximide cs: -4; AmpC no deterg: -6%; Shiga toxin inh: -12; Pf growth 96h: inconclusive; LmPK inhibitor: 0%; Pf growth 48h: inconclusive

What do the screens show for `CCN1CCc2nc(NC(=O)c3ccccc3)sc2C1`?
Tb PYK inh: -11%; Cycloheximide cs: 10; Shiga toxin inh: 26; Pf growth 96h: 196%[activator]; LmPK inhibitor: -8%; Pf growth 48h: 157%[activator]

Results for CCOc1ccc(C(CC(=O)O)NC(=O)c2ccco2)cc1OC (stereo not drawn) ?
Tb PYK inh: -8%; Cycloheximide cs: -2; AmpC no deterg: -21%; Shiga toxin inh: -5; Pf growth 96h: 51%[activator]; LmPK inhibitor: -8%; Pf growth 48h: 5%

How did O=C(CCCC(=O)N1CCCc2ccccc21)N1CCCc2ccccc21 do in these assays?
Tb PYK inh: 3%; Cycloheximide cs: -3; AmpC no deterg: 33%; Shiga toxin inh: -14; Pf growth 96h: 16%; LmPK inhibitor: 9%

How did CC1=C(C(=O)OCc2ccccc2)C(c2ccccc2Br)NC(=O)N1 (stereo not drawn) do in these assays?
Tb PYK inh: -2%; Cycloheximide cs: -5; AmpC no deterg: -16%; Shiga toxin inh: -11; Pf growth 96h: 66%[activator]; LmPK inhibitor: 6%; Pf growth 48h: 9%

What do the screens show for `Cc1cc(Cl)ccc1OCCCC(=O)N1CCCCC1`?
Tb PYK inh: 0%; Cycloheximide cs: 35*; AmpC no deterg: 81%[activator]; Shiga toxin inh: 37; Pf growth 96h: inconclusive; LmPK inhibitor: 4%

How did O=C1CCCC/C1=C/Nc1ccc(S(=O)(=O)Nc2ncccn2)cc1 do in these assays?
Tb PYK inh: -9%; Cycloheximide cs: 6; AmpC no deterg: -5%; Shiga toxin inh: 59; Pf growth 96h: 2%; LmPK inhibitor: 13%; Pf growth 48h: 2%

How did COc1nccc(C(F)(F)F)c1C(=O)NC(=O)Nc1c(C)cccc1C do in these assays?
Tb PYK inh: -2%; Cycloheximide cs: 1; AmpC no deterg: 13%; Shiga toxin inh: -3; Pf growth 96h: inconclusive; LmPK inhibitor: 0%; Pf growth 48h: inconclusive

Results for CCN(C(=O)CSc1nnc(-c2ccco2)n1Cc1ccccc1)C1CCS(=O)(=O)C1 (stereo not drawn) ?
Tb PYK inh: -20%; AmpC no deterg: 59%; Pf growth 96h: inconclusive; Pf growth 48h: -5%

How did CCOc1cc(C2c3c(oc4cc(C)c(Cl)cc4c3=O)C(=O)N2Cc2ccco2)ccc1O (stereo not drawn) do in these assays?
Tb PYK inh: 12%; Cycloheximide cs: -2; AmpC no deterg: -24%; Shiga toxin inh: -6; Pf growth 96h: 45%[activator]; LmPK inhibitor: 5%; Pf growth 48h: inconclusive

How did Cn1c(=O)c2cnc(-c3ccc(C(F)(F)F)cc3)nc2n(C)c1=O do in these assays?
Tb PYK inh: 6%; Cycloheximide cs: 9; AmpC no deterg: -10%; Shiga toxin inh: -5; Pf growth 96h: 43%[activator]; LmPK inhibitor: 9%; Pf growth 48h: 34%[activator]

Results for O=C(Nc1ccc(NC(=O)c2ccco2)nc1)c1cccnc1 ?
Tb PYK inh: 5%; Cycloheximide cs: 21; AmpC no deterg: -13%; Shiga toxin inh: 54*; Pf growth 96h: -10%; LmPK inhibitor: -4%; Pf growth 48h: 350%[activator]

Results for O=C(/C=C/c1ccc2c(c1)OCCO2)N1CCN(c2ccc(F)cc2)CC1 ?
Tb PYK inh: -4%; Cycloheximide cs: -1; AmpC no deterg: -16%; Shiga toxin inh: -12; Pf growth 96h: 43%[activator]; LmPK inhibitor: 0%; Pf growth 48h: 0%

What do the screens show for `CN(C)CC(O)COc1ccc(-c2ccc(C#N)cc2)cc1` (stereo not drawn)?
Cycloheximide cs: 8; AmpC no deterg: -25%; Shiga toxin inh: -19; Pf growth 96h: inconclusive; LmPK inhibitor: 5%

What do the screens show for `CC(C)N1C(=O)CCC1C(=O)N1CCN(c2ccc(F)cc2)CC1` (stereo not drawn)?
Tb PYK inh: -7%; Cycloheximide cs: -2; AmpC no deterg: -3%; Shiga toxin inh: -7; Pf growth 96h: 14%; LmPK inhibitor: -7%; Pf growth 48h: 4%

Sorted by SMILES length (smallest number first): part of the list above
Results for CN(/N=C/c1ccco1)C1=NS(=O)(=O)c2ccccc21 ?
Tb PYK inh: -5%; Cycloheximide cs: 4; AmpC no deterg: -20%; Shiga toxin inh: 9; Pf growth 96h: 22%; LmPK inhibitor: 2%; Pf growth 48h: -3%

How did CC1=C(C(=O)OCc2ccccc2)C(c2ccccc2Br)NC(=O)N1 (stereo not drawn) do in these assays?
Tb PYK inh: -2%; Cycloheximide cs: -5; AmpC no deterg: -16%; Shiga toxin inh: -11; Pf growth 96h: 66%[activator]; LmPK inhibitor: 6%; Pf growth 48h: 9%

Results for CCN(C(=O)CSc1nnc(-c2ccco2)n1Cc1ccccc1)C1CCS(=O)(=O)C1 (stereo not drawn) ?
Tb PYK inh: -20%; AmpC no deterg: 59%; Pf growth 96h: inconclusive; Pf growth 48h: -5%

How did CC(C)c1cc2c(cc1S(=O)(=O)O)[C@@]1(C)CCC[C@@](C)(C(=O)O)[C@@H]1CC2 do in these assays?
Tb PYK inh: -3%; Pf growth 96h: -5%; Pf growth 48h: 13%
